Rac1 GTP hydrolysis – MgcRacGAP GTPase-activating activity inhibitors, confirmation, biochemical, ADP Hunter fluorescence; MgcRacGAP-stimulated Rac1 GTP hydrolysis, ADP Hunter fluorescence; higher % means a stronger effect; GST-tagged Rac1 F28L mutant substrate; inhibition, % at 30 µM; hits with a dose series show IC50 in µM; 340,000 tested, 0.6% active;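 active means first-screen hits whose inhibition reached a set limit at any dose in the follow-up dose series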;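 further: fluorescence reports GDP produced by GAP-driven GTP hydrolysis; strong numbers were not always called active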
NOD1 inhibition – NOD1 signaling inhibitors, primary screen, cell-based, luminescence, uHTS (AID 1578); NOD1-driven NF-kB luciferase reporter cells, luminescence; higher % means a stronger effect; inhibition, % at 4 µM, or EC50 in µM where a hit was titrated; 290,000 tested, 1% active; in the data active means inhibition mostly above about 36%, no sharp cut-off; inactive means mostly below about 34%;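 further: HEK-293T reporter cells stimulated with the NOD1 agonist gamma-tri-DAP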
NOD2 inhibition – inhibition of NOD2-driven NF-kB reporter – cell-based, luminescence, uHTS, HEK293 (AID 1566); HEK293 NOD2/NF-kB luciferase reporter, luminescence; higher % means a stronger effect; inhibition, % at 4 µM; hits with a dose series show EC50 in µM; 290,000 tested, 0.63% active; further: many of its hits are not listed in these tables
Large T inhibition – SV40 large T antigen inhibitors, biochemical (AID 1903); SV40 large T antigen ATPase/helicase inhibition assay; higher % means a stronger effect; one-dose inhibition, % at 20 µM; IC50 in µM for titrated hits; 310,000 tested, 0.39% active; in the data active means a potency from the dose series; further: strong numbers were not always called active
KOR beta-arrestin-1 – kappa opioid receptor activators – cell-based, luminescence, uHTS, primary screen (AID 1777); 280,000 tested, 0.02% active; activation, % at 10 µM; hits with a dose series show EC50 in µM; KOR beta-arrestin recruitment, luminescence; higher % means a stronger effect; in the data active means activation above about 50%, passing the limit was not always enough; further: a part of the inactive calls stands beside numbers as strong as those of hits
GPR55 beta-arrestin – GPR55 agonists via beta-arrestin recruitment, primary screen, imaging, U2OS cells, beta-arrestin-GFP redistribution (AID 1961); U2OS GPR55 beta-arrestin-GFP redistribution imaging; higher % means a stronger effect; one-dose activation, % at 10 µM; EC50 in µM for titrated hits; 290,000 tested, 0.048% active;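 active means activation above 40% with more than 50 cells counted in the well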;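 further: U2OS osteosarcoma cells stably expressing GPR55 and beta-arrestin-GFP; plate controls were DMSO negative control for no effect and LPI positive control for full effect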
KOR beta-arrestin-2 – KOR antagonists, beta-arrestin recruitment, cell-based, luminescence, uHTS (AID 1778); KOR beta-arrestin recruitment, luminescence, antagonist mode; higher % means a stronger effect; inhibition, % at 10 µM, or IC50 in µM where a hit was titrated; 290,000 tested, 0.091% active; further: strong numbers were not always called active
HIV fusion peptide – inhibitors of HIV fusion peptide binding, primary screen, biochemical, uHTS, fluorescence dequenching (AID 1986) | cell-free peptide binding, fluorescence dequenching, 30 min; higher % means a stronger effect | inhibition, % at 20 µM, or IC50 in µM where a hit was titrated | 290,000 tested, 0.3% active; in the data active means inhibition mostly above about 52%, no sharp cut-off; inactive means mostly below about 76%; further: some results filed as inactive read as strong as hits
GPR55 LPI antagonism – inhibition of LPI-stimulated GPR55 beta-arrestin translocation – imaging, U2OS, beta-arrestin-GFP, LPI agonist, primary screen (AID 2013); U2OS GPR55 beta-arrestin-GFP translocation imaging, LPI antagonism; higher % means a stronger effect; one-dose inhibition, % at 10 µM; IC50 in µM for titrated hits; 290,000 tested, 0.13% active;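 active means spots per cell inhibited over 60%, with over 100 cells counted and total cytoplasm intensity under 500,000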;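 further: U2OS cells stably carrying GPR55 and arrestin-GFP stimulated by 5 µM LPI near EC80; imaged beta-arrestin-GFP aggregate spots per cell after agonist stimulation; plate controls were LPI-stimulated DMSO wells for no effect and DMSO wells without LPI for full effect; some results filed as inactive read as strong as hits; confirmed hits need IC50 under 10 µM and bright autofluorescent wells are also inconclusive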
* hit, by the source's call; · = no result given; [ ] = dose if it differs, or a comment. Unless noted, no stated cut-off is given here; in the data, active means inhibition above about 50%; inactive means the rest. These rows are one share of the data, so the mix of outcomes need not match the whole.

SMILES	Rac1 GTP hydrolysis	NOD1 inhibition	NOD2 inhibition	Large T inhibition	KOR beta-arrestin-1	GPR55 beta-arrestin	KOR beta-arrestin-2	HIV fusion peptide	GPR55 LPI antagonism
CCn1c(C)nnc1SCC(=O)NC1CCCCCC1	9%	1%	-16%	2%	4.2%	-0.1%	-18%	3.6%	-2%
O=C(/C=C/c1ccccc1Cl)Nc1ccc2c(c1)C(=O)NC2=O	1%	-20%	12%	9%	-3.2%	-0.4%	-25%	-9.1%	-21%
O=C(CCC(=O)c1cccs1)NCc1ccc(F)cc1	8%	-19%	-14%	13%	-4.8%	-0.2%	24%	1.2%	7%
COc1ccc(S(=O)(=O)Nc2cccc(C(C)=O)c2)cc1Br	2%	0%	8%	6%	-1.9%	0.2%	8%[20 µM]	1.1%	6%
O=C(C1CC1)N1N=C(c2ccccc2)CC1(O)C(F)(F)C(F)(F)F (stereo not drawn)	5%	-14%	14%	0%	·	-0.3%	-27%[20 µM]	0.0%	-10%
Cc1cc(-c2ccc(C)c(S(=O)(=O)NCCc3ccc(S(N)(=O)=O)cc3)c2)on1	-8%	-19%	26%	21%	4.2%	-0.1%	35%	-0.8%	6%
CCOC(=O)C1=C(CSc2nc(-c3ccccc3)ccc2C#N)OC(N)=C(C#N)C1c1cccnc1 (stereo not drawn)	6%	6%	-11%	7%	-11%	-0.1%	30%	3.3%	-19%
Cc1ccccc1NC(=O)Cn1c(NCC(C)O)nc2ccccc21 (stereo not drawn)	5%	-19%	-1%	15%	·	-0.1%	·	-1.5%	-2%
Cc1cccc(Cn2c(C(=O)OC(C)C)cc3c2ccn3C)c1	6%	4%	-12%	5%	9.3%	-0.2%	-68%	-1.8%	-6%
COc1ccc(-c2ccc(SCC(=O)N3c4ccccc4CC3C)nn2)cc1OC (stereo not drawn)	3%	-28%	-25%	4%	-1.3%	-0.3%	-14%	1.2%	6%
CN(C)c1ccc(/C=C/C(=O)c2ccc(O)cc2)cc1[N+](=O)[O-]	12%	-5%	-40%	13%	2.4%	0.3%	-21%	-2.9%	-11%
CCN(C(=O)CSc1nnnn1C)c1c(N)n(Cc2ccccc2)c(=O)[nH]c1=O	4%	-14%	10%	0%	-2.2%	-0.1%	-17%	0.9%	6%
CCOC(=O)c1sc(NC(=O)c2cccc(S(=O)(=O)N(CC)CC)c2)cc1C	0%	-74%	-46%	10%	-0.5%	0.0%	-8%	4.4%	4%
COc1ccc(NC(=O)C(CCS(C)(=O)=O)N2C(=O)c3ccccc3C2=O)cc1 (stereo not drawn)	3%	-7%	4%	12%	-0.1%	-0.2%	-24%	1.0%	-1%
CCc1nc(C)cn1S(=O)(=O)c1ccc(Cl)c(Cl)c1Cl	9%	-2%	24%	3%	-2.0%	-0.2%	-45%	-1.0%	19%
CSCCC(NS(=O)(=O)c1ccc2c(c1)oc(=O)n2C)C(=O)NC1CCCc2ccccc21 (stereo not drawn)	-6%	2%	4%	7%	1.8%	-0.2%	-16%	0.4%	0%
Cc1ccc2c(c1)N(CC(=O)N1CCCCC1C)C(=O)CO2 (stereo not drawn)	7%	-14%	12%	4%	-1.0%	0.5%	0%	-0.3%	0%
Cc1ccc2cc(CN(CC3CCCO3)C(=S)NCc3ccco3)c(=O)[nH]c2c1 (stereo not drawn)	10%	-38%	11%	2%	1.3%	-0.2%	1%	2.7%	4%
CCOc1ccc(CNC(=O)Cn2nc(C)c3c(C)n(-c4ccc(C)cc4)nc3c2=O)cc1	6%	-22%	20%	12%	-0.9%	-0.1%	15%	5.6%	16%
O=C(c1ccco1)N1CCN(C(c2cccs2)c2nnnn2C2CCCCC2)CC1 (stereo not drawn)	2%	0%	-8%	-1%	-3.4%	-0.2%	8%	1.3%	-5%
C/C(=N\NC(=O)COc1ccc2ccccc2c1)c1cccs1	5%	-24%	-1%	21%	0.9%	-0.1%	-4%	-1.3%	12%
Cc1cc(C(=O)N/N=C/c2ccc3ccccc3c2)n[nH]1	-1%	-14%	3%	19%	-1.4%	-0.1%	18%	-0.9%	-6%
COc1ccccc1N1CCN(C(c2ccc(N(C)C)cc2)c2nnnn2CCc2ccccc2)CC1 (stereo not drawn)	0%	-24%	13%	4%	5.3%	0.8%	-18%	-1.9%	-2%
CC1CCCC(C)N1C(=O)Cn1cc(C#N)c2ccccc21 (stereo not drawn)	·	-50%	15%	0%	-1.2%	-0.1%	-32%	-1.3%	3%
COc1cccc(CNC(=O)CCNS(=O)(=O)c2ccc3c(c2)oc(=O)n3C)c1	·	-27%	5%	-2%	-2.2%	-0.2%	8%	-2.1%	6%
NC(=O)c1sc(-c2ccsc2)cc1NS(=O)(=O)c1ccc(C(F)(F)F)cc1	·	-4%	25%	36%	6.0%	-0.1%	-13%	61%	8%
Cn1ccnc1C(O)c1ccc(OCc2ccccc2)cc1 (stereo not drawn)	11%	-27%	-10%	12%	-7.1%	0.3%	7%	1.0%	10%
Cc1cc[n+](CC2OCc3ccccc3CO2)cc1	2%	-40%	-3%	-7%	6.3%	-0.3%	8%	0.8%	1%
Cc1cccc(CCN(C(=O)c2snc(C(N)=O)c2N)C(C(=O)NCC2CCCO2)c2ccc(F)cc2)c1 (stereo not drawn)	4%	-21%	-3%	·	-3.0%	-0.1%	-42%	-1.4%	11%
CC(=O)Nc1nc2ccc(S(=O)(=O)N3CCCC3)cc2s1	10%	-22%	3%	8%	0.1%	0.0%	-8%	0.4%	0%

The list goes on (2 carried over from the part before).
SMILES	Rac1 GTP hydrolysis	NOD1 inhibition	NOD2 inhibition	Large T inhibition	KOR beta-arrestin-1	GPR55 beta-arrestin	KOR beta-arrestin-2	HIV fusion peptide	GPR55 LPI antagonism
Cc1cccc(CCN(C(=O)c2snc(C(N)=O)c2N)C(C(=O)NCC2CCCO2)c2ccc(F)cc2)c1 (stereo not drawn)	4%	-21%	-3%	·	-3.0%	-0.1%	-42%	-1.4%	11%
CC(=O)Nc1nc2ccc(S(=O)(=O)N3CCCC3)cc2s1	10%	-22%	3%	8%	0.1%	0.0%	-8%	0.4%	0%
Cc1ccc(CN2CCCOCCS2(=O)=O)cc1	5%	-4%	8%	12%	-2.1%	0.0%	-33%[20 µM]	1.8%	2%
COc1ccc(OC2C(=O)N(Cc3ccc(F)cc3)C2c2ccc(OC)c(OC)c2)cc1 (stereo not drawn)	8%	20%	-38%	1%	2.2%	0.1%	19%	-3.3%	12%
Cc1ccc(S(=O)(=O)[N-]c2nc3ccccc3nc2-n2cc[n+](CCC(C)C)c2)cc1	10%	0%	0%	0%	-7.4%	-0.1%	-21%	-0.4%	10%
CCOC(=O)c1c(NC(=O)C2C3CCC(O3)C2C(=O)O)sc2c1CCCC2 (stereo not drawn)	3%	-8%	10%	25%	-3.3%	-0.4%	-10%	1.4%	5%
CCOc1ccc(NC(=O)COC(=O)C2(C)CC2(Cl)Cl)c([N+](=O)[O-])c1 (stereo not drawn)	4%	-58%	3%	4%	-1.4%	0.8%	-17%	-2.4%	11%
Cc1nc(SCC(=O)N2CC(C)OC(C)C2)nc(C)c1C (stereo not drawn)	6%	12%	2%	-1%	3.7%	-0.2%	39%	1.7%	10%
O=C(CSc1nccn1-c1ccc(F)cc1)NCc1ccc2c(c1)OCO2	5%	-8%	1%	6%	0.8%	0.2%	-19%	2.2%	10%
CC(C(=O)NCc1ccccc1)N(CCN1CCOCC1)C(=O)c1snc(C(N)=O)c1N (stereo not drawn)	·	-11%	5%	·	-5.0%	0.3%	3%	1.5%	-4%
CCCN1CN=C(NS(=O)(=O)c2ccc(C)cc2)NC1	2%	-3%	-2%	11%	3.5%	0.3%	-19%	0.6%	9%
COCCNC(=O)C(c1cccs1)N(C(=O)Cn1nnc2ccccc21)c1ccccc1 (stereo not drawn)	2%	-13%	4%	21%	-1.8%	-0.1%	-14%	0.0%	-7%
COc1ccc(OC)c(C(=O)N2CCCC(Nc3ccc(F)cc3)C2)c1 (stereo not drawn)	12%	-9%	4%	23%	2.8%	0.2%	5%	0.6%	7%
N#CC(C(=O)NC1CCCCC1)=C1CCCCC1	12%	-12%	14%	3%	-0.7%	-0.2%	15%	0.4%	9%
CCOC(=O)c1cc2cc3ccccc3cc2[nH]1	7%	-37%	-54%	25%	1.8%	0.3%	22%	18%	8%
O=C(N/N=C/c1cc(Br)cc([N+](=O)[O-])c1O)c1ccc(NC(=O)c2ccc(F)cc2)cc1	1%	7%	19%	4%	-0.6%	-0.1%	-22%	62%	-10%
CCc1nn(CC(=O)N2CCN(CC)CC2)c(=O)c2cc3sccc3n12	3%	-28%	11%	·	-2.5%	0.5%	-8%[20 µM]	-1.5%	-4%
CC(=O)C1=C(O)CCCC1=NCc1nc2ccccc2[nH]1	-4%	-25%	-4%	-8%	-6.4%	0.6%	-12%	-0.1%	9%
CN1CCN(c2ccc([N+](=O)[O-])cc2C(=O)Nc2ccccc2)CC1	3%	-30%	-11%	14%	-3.8%	0.0%	10%	-0.5%	2%
Cc1ccc(C)n1-c1ccc2c(c1)COC2=O	·	7%	24%	16%	-4.8%	0.0%	-17%	2.3%	-14%
O=C(N=Nc1c(O)[nH]c2ccc(F)cc12)C1COc2ccccc2O1 (stereo not drawn)	12%	-10%	7%	8%	0.1%	0.3%	25%	-2.0%	1%
CCCC(=O)Nc1nnc(SCC(=O)Nc2ccc3c(c2)OCCO3)s1	7%	-51%	-2%	1%	1.8%	0.8%	-22%	-1.4%	-15%
COc1cc2[nH]c(=S)nc(NCCC(C)C)c2cc1OC	21%	-42%	10%	7%	4.0%	-0.5%	-19%	0.5%	10%
CC(=O)c1cccc(NC(=O)CCC(=O)c2ccc(F)cc2)c1	4%	-6%	0%	·	-2.8%	0.5%	7%	-2.1%	-4%
CC1(C)OC(=O)C(=CNc2cccc(C(=O)O)c2)C(=O)O1	4%	-65%	-2%	3%	2.4%	-0.1%	-22%	0.5%	2%
O=C(CCCSc1nnc(-c2cccs2)n1CC1CCCO1)c1ccccc1 (stereo not drawn)	8%	-50%	3%	3%	-0.6%	-0.2%	0%	-0.6%	2%
CC1Nc2nc(NC(=O)C(C)(C)C)[nH]c(=O)c2N(C)C1C (stereo not drawn)	1%	-38%	0%	8%	-2.2%	0.2%	-14%	1.8%	6%
O=C(O)CNC(=S)N(Cc1cccs1)C1CCCCC1	7%	-25%	17%	7%	-0.3%	0.2%	-1%	-1.4%	-4%
Cc1cc(=O)oc2c(C)c(OC(C)C(=O)NCC(O)c3ccccc3)ccc12 (stereo not drawn)	4%	-11%	14%	6%	4.3%	-0.1%	3%	0.4%	5%
CC(C)(C)c1cc(Cl)ccc1OCCOCCN1CCCC1	104µM*	-25%	-6%	9%	3.2%	-0.1%	-32%	1.6%	11%

Source: PubChem (several laboratories)
